AT treatment = candidate therapy for ataxia-telangiectasia; Potency, µM (top dose mostly 57.5 µM), inactives show at the top dose activation, most hits filed as activators; hit rate 0.19% among 320,000; […] A-T fibroblasts, KAP-1 phosphorylation AlphaLISA; neocarzinostatin DNA damage 30 min before lysis; also: potency is read from the fitted curve at half-maximal effect; % of control where 0% means no effect; nearly all actives have a fitted effect of over 45% in size
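hTERT-immortalized A-T patient fibroblasts ([…]), 500 cells/well in OPTI-MEM, 1% FBS, got compounds for 60 min, then NCS for 30 min at 37C. Lysates were then assayed for phospho-KAP-1 by AlphaLISA (anti-pKAP1 donor, anti-KAP1 acceptor beads), 6 hr at 25C.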
Menin-MLL TR inh = menin-MLL binding inhibition, Texas Red mutant peptide; O00255; Menin + Texas Red MLL mutant peptide, fluorescence polarization; Potency, µM (top dose mostly 61.6 µM), for the others: at the top dose FP activity change, negative = inhibition, usual class: inhibitors; hit rate 0.23% among 270,000; active = well fitted inhibition curve with a large enough effect in the polarisation, with a control signal flat, not every such curve was filed as active; inconclusive = small, poorly fitted or top-dose-only effect, or effect the other way, or a change in a side signal; inactive = no such curve, though single readings can be large or run the other way; the % refers to the polarisation; also: potency is read from the fitted curve at half-maximal effect; % of control where 0% means no effect; many of its hits are not listed in these tables
Target sequence (O00255 whole entry, looked up): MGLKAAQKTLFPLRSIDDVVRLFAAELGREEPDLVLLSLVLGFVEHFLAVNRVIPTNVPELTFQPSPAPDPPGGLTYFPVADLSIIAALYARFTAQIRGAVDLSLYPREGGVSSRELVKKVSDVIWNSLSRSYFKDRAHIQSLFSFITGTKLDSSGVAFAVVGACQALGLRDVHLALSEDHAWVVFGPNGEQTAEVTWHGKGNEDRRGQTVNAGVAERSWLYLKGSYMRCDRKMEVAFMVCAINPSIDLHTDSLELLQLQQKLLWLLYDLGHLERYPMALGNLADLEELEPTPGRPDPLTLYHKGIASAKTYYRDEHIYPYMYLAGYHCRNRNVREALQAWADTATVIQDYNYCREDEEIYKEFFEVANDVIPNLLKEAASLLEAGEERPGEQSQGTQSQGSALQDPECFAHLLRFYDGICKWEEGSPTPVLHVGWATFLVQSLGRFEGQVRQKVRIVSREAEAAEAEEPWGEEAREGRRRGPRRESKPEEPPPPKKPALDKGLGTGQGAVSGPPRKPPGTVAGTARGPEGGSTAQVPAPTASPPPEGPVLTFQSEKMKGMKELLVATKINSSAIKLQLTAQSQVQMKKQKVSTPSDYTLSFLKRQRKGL
Mito fusion yeast = inhibitors of mitochondrial division or activators of mitochondrial fusion. Potency, µM (series often up to 46.1 µM), for inactives: at the highest dose growth rescue (activation), hits mostly activators. S. cerevisiae fusion-defective mutant growth rescue, CellTiterGlo 48 h. hit rate 0.23% among 320,000. AID 485298;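 also: potency is read from the fitted curve at half-maximal effect; % of control where 0% means no effect; nearly all actives have a fitted effect of over 45% in size; temperature-sensitive fusion mutants such as fzo1-1 at 37 °C on non-fermentable ethanol glycerol medium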
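Temperature-sensitive fusion-defective S. cerevisiae (e.g. fzo1-1, mgm1-5) were grown with compound in YPEG medium (3% ethanol, 3% glycerol) for 48 hours at 37C. Growth rescue was measured as viability by CellTiterGlo luminescence after 10 minutes at ambient.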
MLL CXXC-DNA inh = inhibitors of human MLL CXXC domain-DNA interaction; Q03164; MLL-CXXC / FITC-HOXA9 DNA fluorescence polarization; Potency, µM (highest dose often 115 µM), for inactives: top-dose activity change, negative = inhibition, usual class: inhibitors; hit rate 0.037% among 290,000; active = well fitted inhibition curve with a large enough effect in the polarisation, with a control signal flat, not every such curve was filed as active; inconclusive = small, poorly fitted or top-dose-only effect, or effect the other way, or a change in a side signal; inactive = no such curve, though single readings can be large or run the other way; the % refers to the polarisation; also: potency is read from the fitted curve at half-maximal effect
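Fluorescence polarization: 7 uM MLL-CXXC (stock) preincubated 5 min with compounds, then 50 nM fluorescein-HOX-A9 DNA (stock) added; 30 min ambient. Buffer 50 mM Tris-HCl pH 7.5, 50 mM NaCl, 1 mM DTT, 0.05% BSA.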
S-ASM inh = human S-ASM enzyme inhibition; P17405; placental ASM, HMU-PC fluorogenic substrate, 60 min; Potency, µM (series often up to 57.5 µM), inactives show top-dose activity change, negative = inhibition, most hits filed as inhibitors; hit rate 0.006% among 340,000; AID 504937; also: potency is read from the fitted curve at half-maximal effect
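Fluorogenic HMU-PC substrate (9 uM final) is turned over by placental ASM in 60 min at 37 C after a 10 min compound preincubation. Reaction ended by alkaline stop (pH 10), with fluorescence read at 386/447 nm.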
TCR activator = activators of T cell receptors. primary human leukocytes, anti-CD3, IL-2 HTRF, 48 h. Potency, µM (highest dose often 9.22 µM), without a hit: top-dose activation of IL-2 secretion, actives largely listed as activators. 330,000 tested, under 10 active; also: % of control where 0% means no effect
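HTRF read-out of IL-2 secretion: europium cryptate donor excited at 320nm, d2 acceptor emission at 665nm. Cells were primary human leukocytes incubated 48 hr with compounds and a-CD3 beads, supplying TCR signal only.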
Integrin act MD = activators of alpha7 integrin expression for muscular dystrophy | alpha7betagal myoblasts, beta-gal FDG fluorescence, 48 h | Potency, µM (titrated, usually from 38.3 µM), for inactives: at the top dose activation, actives largely listed as activators | hit rate 0.064% among 350,000 | AID 624291;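 also: potency is read from the fitted curve at half-maximal effect; 100% = response of the positive control SU9516; nearly all actives have a fitted effect of over 60% in size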
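alpha7betagal+/- myoblasts (passage 13, 250/well) treated 48 h at 37C with compounds at 1:260 dilution of DMSO stock. Lysed, then beta-galactosidase activity read as FDG fluorescence (ex 480/em 540) after 30 min, with pre-read for autofluorescence.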
TSHR antagonist = antagonists of human thyroid stimulating hormone receptor. activity change, negative = inhibition, % at 11.5 µM. hit rate 0.2% among 330,000. TSHR-expressing cells, TSH-stimulated cAMP HTRF, 2 h; hits give low values. AID 504810;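 active = activity change below a set negative limit, meaning inhibition stronger than a set level, cut at about -70% in these data; inconclusive = activity change between two set negative limits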; also: % is scaled to controls: 0 for no effect and ±100 for the full control effect
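Inhibition of cAMP made by TSHR-expressing cells under TSH stimulation (4nM final, EC80; 2 h, 37 deg C) is quantified with a one-step lysis HTRF kit, anti-cAMP cryptate versus cAMP-d2.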
TSG101-PTAP inh = blocks PTAP/TSG101 interaction to inhibit HIV-1 budding | Q99816 | Fluorescence polarization, FITC-PTAP peptide / Tsg101 binding | Potency, µM (doses to about 115 µM), for inactives: at the top dose activity change, negative = inhibition, actives largely listed as inhibitors | 340,000 tested, under 10 active; active = well fitted inhibition curve with a large enough effect in the main read-out, with a control signal flat, not every such curve was filed as active; inconclusive = small, poorly fitted or top-dose-only effect, or effect the other way, or a change in a side signal; inactive = no such curve, though single readings can be large or run the other way; also: potency is read from the fitted curve at half-maximal effect; % of control where 0% means no effect
Target sequence (Q99816 whole entry, looked up): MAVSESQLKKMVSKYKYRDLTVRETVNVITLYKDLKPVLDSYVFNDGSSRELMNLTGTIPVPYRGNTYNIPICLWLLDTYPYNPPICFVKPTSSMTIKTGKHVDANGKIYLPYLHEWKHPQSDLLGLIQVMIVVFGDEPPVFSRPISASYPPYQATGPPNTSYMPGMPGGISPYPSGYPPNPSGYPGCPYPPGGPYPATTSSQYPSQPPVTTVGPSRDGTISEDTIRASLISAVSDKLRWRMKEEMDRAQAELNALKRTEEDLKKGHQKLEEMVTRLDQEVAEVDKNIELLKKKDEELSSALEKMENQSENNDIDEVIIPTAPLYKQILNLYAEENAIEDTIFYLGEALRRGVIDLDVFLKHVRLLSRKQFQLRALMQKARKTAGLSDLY
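Steps: Tsg101 binding domain dispensed (10 uM final), compounds pinned in DMSO, FITC-labeled PTAP-motif peptide added (50 nM final); after 20 min binding at room temperature, polarization measured.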
MBNL1 CUG block = inhibitors of human MBNL1 binding to CUG repeat RNA; Q9NR56; TR-FRET MBNL1-His/biotin-(CUG)12 binding, 665/545 ratio; Potency, µM (doses to about 57.5 µM), without a hit: at the top dose activity change, negative = inhibition, actives largely listed as inhibitors; hit rate 0.036% among 280,000; active = well fitted inhibition curve with a large enough effect in the signal ratio, with a control signal flat, not every such curve was filed as active; inconclusive = small, poorly fitted or top-dose-only effect, or effect the other way, or a change in a side signal; inactive = no such curve, though single readings can be large or run the other way; the % refers to the signal ratio; also: potency is read from the fitted curve at half-maximal effect; % is scaled to controls: 0 for no effect and ±100 for the full control effect
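TR-FRET readout: Ex 340 nm, 665/545 nm emission ratio, normalized to buffer-only (basal) and MBNL1-(CUG)12 controls. Complex of MBNL1-His with Biotin-(CUG)12, compounds 92 nM–58 uM, incubated 60 min at room temperature.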
Active calls of the source: *; ? = inconclusive; · = not tested or not shown; [ ] = remark or other dose. Unless noted, calls follow the shape of the dose curve; as a rule, active = well fitted curve in the direction sought with a large enough effect; inconclusive = small, poorly fitted or top-dose-only effect, or another doubt; inactive = no such curve, though single readings can be large; an effect the other way counts as inactive or inconclusive. This is a subset, so the mix of outcomes need not match the whole.

SMILES | AT treatment | Menin-MLL TR inh | Mito fusion yeast | MLL CXXC-DNA inh | S-ASM inh | TCR activator | Integrin act MD | TSHR antagonist | TSG101-PTAP inh | MBNL1 CUG block
CCOC(=O)C1C(=O)C(C(=O)OCC)C(c2cccnc2)NC1c1cccnc1 (stereo not drawn) | -2% | 6% | -4% | -2% | 3% | 5% | -23% | -3 | 0% | 11%
CCCC(C)NC(=O)CN1C(=O)c2cccc3cccc1c23 (stereo not drawn) | -7% | 8% | 1% | 7% | 45%[activator] | · | -28% | 30 | -1% | ?
OC(c1ccccc1)C(CN1CCOCC1)c1ccccc1 (stereo not drawn) | -15% | · | -12% | -5% | 0% | 9% | -11% | 1 | -5% | 11%
COc1ccc(C2NC(=S)NC3=C2N2CCC3CC2)cc1 (stereo not drawn) | 2.5µM* | · | -8% | 27% | 2% | 6% | 4% | 12 | -1% | -5%
CCOC(=O)Cn1nc(-c2ccccc2)c2cnc3ccc(CC)cc3c21 | 0% | -2% | -4% | 20% | -8% | 5% | 1% | -1 | 0% | -28%
O=C(CCN1C(=O)c2ccc([N+](=O)[O-])cc2C1=O)Nc1cccc(O)c1 | 7% | 7% | -5% | 19% | 7% | 0%[46.1 µM] | -12% | 10 | -6% | ?
Cc1ccc(C(=O)COc2nc(C)cc(C)c2C#N)cc1 | -3% | 3% | -3% | 12% | -2% | 2% | 3% | -5 | 0% | -12%
CCC(C(=O)Nc1cccnc1)c1ccccc1 (stereo not drawn) | -27% | 9% | 1% | -14% | 4% | · | 12% | 18 | 0% | -9%
CCCn1c(=C(C#N)C#N)s/c(=C2\C=Cc3ccccc3N2CC)c1=O | 6% | 9% | -1% | 37%[activator] | -1% | -3% | ? | 3 | 0% | 6%
O=C(COC(=O)/C=C/c1cccs1)NC1CC1 | -1% | 4% | 19% | 6% | 6% | -1% | 16% | 0 | -1% | ?
O=C(NC1CCCC1)C(c1cccs1)N(CC1CCCO1)C(=O)Cc1cccs1 (stereo not drawn) | 4% | -13% | -3% | 10% | 0% | 9% | -6% | 5 | -2% | -7%
COc1ccc(C(C(=O)NC2CCCCC2)N(C(=O)c2sc(C)nc2C)c2ccc(OC)cc2)cc1 (stereo not drawn) | -2% | -14% | 1% | -1% | 0% | -1% | -1% | 1 | -8% | 3%
Cc1ccc(CNC(=O)C2CCC(=O)N(CC3CCCCC3)C2)o1 (stereo not drawn) | 4% | -5% | 2% | -7% | -2% | 1% | -24% | -1 | 2% | -1%
O=C(COc1ccccc1F)NNC(=O)c1ccc(N2CCCCC2)c([N+](=O)[O-])c1 | -2% | 1% | -1% | 9% | -6% | 8%[46.1 µM] | 0% | 3 | -1% | ?
Cc1ccc2c(c1)N(C(=O)CCC(=O)NCCCN1CC(C)CC(C)C1)CCO2 (stereo not drawn) | 2% | 7% | -1% | · | 2% | -1% | -48%[inhibitor] | 3 | 3% | -19%
COc1ccc(N/C(=C/[N+](=O)[O-])SC)cc1 | -3% | 1% | 10% | -8% | -1% | 0% | -11% | 2 | -3% | ·
CC(=O)OC(COc1ccccc1)Cn1cnc2cc(C)c(C)cc21 (stereo not drawn) | 6% | -23% | -4% | 22% | 2% | -10% | -6% | -5 | 3% | 2%
CC1(C)CC(=O)C2=C(C1)NC(=O)NC2c1ccc([N+](=O)[O-])cc1 (stereo not drawn) | 2% | -6% | -6% | 0% | 1%[11.5 µM] | 11% | -8% | -5 | -6% | ?
COC(=O)CCc1c(COC(C)=O)[nH]c(C(=O)OCc2ccccc2)c1C | -23% | -24% | 9% | -4% | 29% | 1% | 21% | 5 | -5% | -1%
CCOC(=O)[C@H]1[C@H]2COc3ccc(Cl)cc3[C@@H]2N2C(=O)c3ccc(F)cc3NC(=O)[C@@]12C | 4% | · | ? | · | 2% | -12% | -39% | -7 | -7% | ·
CC(C)N(C(=O)[C@H]1C[C@H](CC(=O)NCCCN(C)C)C(=O)N2CCc3c([nH]c4ccc(Cl)cc34)[C@]12C)C(C)C | 3% | · | · | · | -7% | -4%[46.1 µM] | -44% | 16 | -1% | ·
CC(=O)Nc1ccc(CN2CCc3c([nH]c4ccccc34)C2c2ccccn2)cc1 (stereo not drawn) | -5%[11.5 µM] | 3% | 8% | 0% | 0% | 0% | 33% | -6 | -9% | 1%
Cc1ccc(-c2nc3c(c(=O)c4ccccc4n3C)c(=O)n2-c2ccc(F)cc2)cc1 | -2% | · | 8% | 21% | -1% | -1% | -11% | 129 | 0% | ?
CCOc1ccc(C2CC(=O)N(Nc3ccc([N+](=O)[O-])cc3[N+](=O)[O-])C2=O)cc1 (stereo not drawn) | 0% | · | 3% | 19% | -10% | 4% | 27% | 3 | 0% | ·
O=C(NC1CC1)c1cc(Cl)ccc1[N+](=O)[O-] | -13% | 8% | -4% | 13% | 1% | -4% | 0% | 6 | -4% | ?
O=C(C1CCCN(S(=O)(=O)c2cc(Cl)ccc2Cl)C1)N1CCOCC1 (stereo not drawn) | 3% | 0% | -1% | -5% | 3% | 0% | 14% | -3 | -6% | -13%
CCOc1ccc(N(C(C)C(=O)NN=C2CCCCCCC2)S(C)(=O)=O)cc1 (stereo not drawn) | 6% | 6% | -2% | -3% | 3% | 2%[46.1 µM] | 16% | 2 | -3% | 0%
O=c1c(-c2ccco2)[n+]([O-])c2ccccc2n1OCc1ccccc1[N+](=O)[O-] | -6% | ? | -1% | ? | 9% | -4% | -16% | -6 | -3% | ?
Cc1ccc(N(C(=O)CNC(=O)c2ccco2)C(C(=O)NC2CCCC2)c2ccncc2)cc1C (stereo not drawn) | -4% | ? | -6% | 0% | -2% | 4% | 37% | -8 | -1% | -2%
CCOC(=O)N1CCN(C(=O)CSc2nnc(-c3cc(OC)cc(OC)c3)o2)CC1 | -4% | 3% | 2% | 1% | 0% | -5% | -19% | -1 | -8% | 5%
CCN(CC)S(=O)(=O)c1cc(C(=O)OCC(=O)Nc2cccc(Br)c2)ccc1F | -2% | ? | 15% | 0% | -5% | -1%[46.1 µM] | -3% | 6 | -1% | 37%[activator]
O=C(CCn1cccc1)NCCc1ccc(Cl)cc1 | -1% | -12% | 6% | -1% | 0% | 1% | -1% | -4 | -2% | -8%
COc1cccc(NC(=O)C2C3C=CC4(O3)C2C(=O)N(CCCN2CCC(C)CC2)C4C(=O)NC2CCCCC2)c1 (stereo not drawn) | -1% | -18% | -3% | 27% | -3% | 3% | -12% | -6 | -1% | 0%
Cc1ccc(NC(N)=S)cc1C | 7% | 5% | -8% | 12% | 6% | -5%[46.1 µM] | 16% | -6 | -6% | ·
O=C(CCCNC(=O)c1ccc(Cl)cc1)NCc1ccccc1F | 2% | 0% | -5% | 17% | 1% | -3% | 0% | -4 | -2% | 1%
CN1CCCC2(CCCN(Cc3nc(Cc4cccc(C(F)(F)F)c4)no3)C2)C1 (stereo not drawn) | -4% | 1% | -11% | 6% | 4% | 1% | -38% | 23 | -1% | 1%
COc1cc(OC)cc(C(C(=O)NCc2ccccc2)N(Cc2ccco2)C(=O)c2ccno2)c1 (stereo not drawn) | 2% | -7% | 2% | 4% | 4% | -5% | -16% | -16 | -2% | 10%
COc1ccc(CCNC(=O)CN2c3cccc4cccc(c34)S2(=O)=O)cc1OC | 5% | 10% | 12% | 1% | 30%[11.5 µM] | 2% | -3% | 20 | -5% | ?
O=C(CN1CCN(S(=O)(=O)c2ccccc2)CC1)Nc1ccc2c(c1)CCC2 | · | -2% | 24% | -18% | -2% | -3%[46.1 µM] | -2% | -16 | 1% | -27%
Cc1ccc(C)c(NC(=S)NCC(c2ccccc2)N(C)C)c1 (stereo not drawn) | 6% | -10% | -20% | 4% | 5% | -1% | -18% | 17 | 1% | -4%
COc1ccc(-n2nc3c(N4CCC(C(=O)N5CCC(C)CC5)CC4)nnc(C)c3c2C)cc1 | -5% | · | -5% | 49%[activator] | 4% | 0% | -58%[inhibitor] | -8 | 0% | 14%

Bioassay records: PubChem BioAssay, National Center for Advancing Translational Sciences (NCATS)
